GCN5L2 inh = blocks human GCN5L2 histone acetyltransferase; Q92830; GCN5L2 HAT assay, ThioGlo1 CoA-SH fluorescence; Potency, µM (highest dose often 58.9 µM), for inactives: at the highest dose activity change, negative = inhibition, most hits filed as inhibitors; 0.21% of 390,000 active; AID 504327
Target sequence (Q92830 whole entry, looked up): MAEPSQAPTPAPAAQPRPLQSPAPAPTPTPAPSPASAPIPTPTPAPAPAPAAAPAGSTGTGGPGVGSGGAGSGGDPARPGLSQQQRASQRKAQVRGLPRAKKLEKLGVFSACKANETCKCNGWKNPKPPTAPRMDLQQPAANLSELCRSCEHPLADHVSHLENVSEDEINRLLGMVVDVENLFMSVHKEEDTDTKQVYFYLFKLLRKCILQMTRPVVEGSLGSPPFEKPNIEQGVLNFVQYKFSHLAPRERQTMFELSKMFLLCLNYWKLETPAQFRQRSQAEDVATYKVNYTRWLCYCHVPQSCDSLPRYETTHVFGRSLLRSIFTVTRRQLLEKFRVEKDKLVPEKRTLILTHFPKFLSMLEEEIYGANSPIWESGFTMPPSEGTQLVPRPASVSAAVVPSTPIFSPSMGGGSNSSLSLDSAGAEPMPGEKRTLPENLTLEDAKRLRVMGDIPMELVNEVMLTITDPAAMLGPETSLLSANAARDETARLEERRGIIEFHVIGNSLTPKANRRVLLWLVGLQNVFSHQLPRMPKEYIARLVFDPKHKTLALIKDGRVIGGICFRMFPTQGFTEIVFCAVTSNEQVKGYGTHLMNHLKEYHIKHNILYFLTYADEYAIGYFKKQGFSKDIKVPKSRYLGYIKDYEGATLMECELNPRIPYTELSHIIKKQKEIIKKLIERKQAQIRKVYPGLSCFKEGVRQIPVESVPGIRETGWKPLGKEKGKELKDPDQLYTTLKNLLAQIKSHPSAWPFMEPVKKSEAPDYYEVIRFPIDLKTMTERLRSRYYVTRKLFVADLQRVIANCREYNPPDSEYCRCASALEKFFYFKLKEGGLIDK
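Compounds, pin-transferred from DMSO stocks, meet 20nM GCN5L2 for 15 min before the reaction begins with H3(1-25) peptide (75uM) and acetyl-CoA (70uM). Thiol-reactive ThioGlo1 reports CoA release over 20 min at room temperature.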
TDP1 cell CPT = growth inhibition of DT40 Tdp1-/-;hTDP1 cells with camptothecin (screen for TDP1 inhibitors). chicken DT40 Tdp1-/-;hTDP1 cells + 20 nM CPT, ATP luminescence, 48 h. Potency, µM (titrated, usually from 46.2 µM), for inactives: at the highest dose activity change, negative = growth inhibition, actives largely listed as inhibitors. 12% of 420,000 active; note: nearly all actives have a fitted effect of over 55% in size
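Chicken DT40 Tdp1-/- cells stably complemented with human TDP1 were seeded at 400 cells/well in medium containing 20 nM camptothecin, exposed to pin-transferred compounds, and grown at 37 °C for at least 48 hr. Viability was read as ATP luminescence.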
DT40 TDP1 no CPT = qHTS for Inhibitors of human tyrosyl-DNA phosphodiesterase 1 (TDP1): qHTS in cells in absence of CPT. Potency, µM (highest dose often 46.2 µM), for the others: at the highest dose activity change, negative = growth inhibition, actives largely listed as inhibitors. 15% of 420,000 active. DT40 Tdp1-/- hTDP1 cells, no CPT, ATP luminescence, 48 h; note: nearly all actives have a fitted effect of over 55% in size
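No-CPT arm: Tdp1-/-;hTDP1 DT40 cells (400/well) plus compounds, incubated ≥48 hr at 37 °C. Readout CellTiter-Glo luminescence.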
Active calls of the source: *; ? = inconclusive; nt = no result given; & = joins results of further samples; [ ] = dose if it differs, or a comment. Calls come from the whole dose curve; as a rule, active = well fitted curve in the direction sought with a large enough effect; inconclusive = small, poorly fitted or top-dose-only effect, or another doubt; inactive = no such curve, though single readings can be large; an effect the other way counts as inactive or inconclusive. % is set by controls: 0 for no effect and ±100 for the full control effect; potency is the fitted concentration of half-maximal effect. Rows were taken by chance; overall some 18% were active at least once.

SMILES	GCN5L2 inh	TDP1 cell CPT	DT40 TDP1 no CPT
CCCCOc1ccc(-c2cc3c(=O)n(CC(=O)Nc4ccc(Cl)cc4Cl)ccn3n2)cc1	3.2%	-22.6%	-8.0%
CCCn1c(=O)n(-c2ccccc2)c(=O)c2sc3ccccc3c21	0.6%	-3.6%	?
COc1ccc(-c2sc3ccc(N4CCOCC4)cc3c2-c2ccc(O)cc2)cc1	-3.9%	?	?
COc1cc(C(C(=O)NC2CCCC2)N(Cc2ccco2)C(=O)c2snc(C(N)=O)c2N)cc(OC)c1OC (stereo not given)	-9.5%	3.1%	?
O=[N+]([O-])c1ccc(Cl)c(/C=N/N2CCN(Cc3ccccc3Cl)CC2)c1	-2.9%	?	20.6µM*
CN(C)c1nc(=NCc2cccs2)ss1	nt	0.0259µM*	0.0291µM*
CC1CCCC(NS(=O)(=O)c2cc(Br)cnc2N)C1C (stereo not given)	-11.1%	1.4%	-29.1%
COc1ccc(N2CC(C(=O)Nc3nc4ccccc4s3)CC2=O)cc1 (stereo not given)	-4.6%	?	?
COc1ccc2cc(C(=O)C3CCCN(C(=O)CSc4nnc(C)o4)C3)ccc2c1 (stereo not given)	-3.9%	18.4µM*	20.6µM*
Cc1ccc(NC(=O)CSCc2c(C)noc2C)cc1C	-2.8%	-22.5%	-28.6%
COC(=O)c1cc(Cl)nc2ccccc12	-6.7%	-3.0%	-4.0%
OCCC1CN(Cc2cnc(-c3ccccc3)s2)CCN1C1CCCC1 (stereo not given)	-6.0%	6.6%	-4.2%
O=C(Nc1cc(C(F)(F)F)ccc1N1CCOCC1)C1Cc2ccccc2CN1C(=O)c1ccco1 (stereo not given)	-3.6%	16.4µM*	?
Cc1cccc(NC(=S)N/N=C/c2cccc([N+](=O)[O-])c2)c1	-6.4%	?	?
COc1cc(Cl)c(C)cc1NC(=O)c1ccc(NS(=O)(=O)c2ccc(F)c(F)c2)cc1	-8.5%	9.0%	-9.9%
Cc1noc(C)c1COC(=O)COc1cccc2c1OC(C)(C)C2	-0.5%	-4.8%	-0.1%
O=C(Nc1nnc(SCc2ccc(Cl)cc2Cl)s1)C1COc2ccccc2O1 (stereo not given)	-21.6%	-17.7%	-6.3%
COc1cccc(C(=O)NC(=O)Nc2cc(C)on2)c1	-3.2%	-0.8%	-4.1%
C=CC[C@H](CC(=O)OC(C)(C)C)C(=O)OC[C@H]1CCCN1C(=O)[C@@H](CC=C)CC(=O)N(CCO)Cc1ccccc1	-8.1%	18.4µM*	20.6µM*
CCCCC[n+]1ccn(-c2nc3ccccc3nc2[N-]S(=O)(=O)c2ccccc2)c1	-5.4%	-11.5%	-7.9%
Cc1ccc(CN2CCCn3nc(C(=O)NC(C)C)cc3C2=O)cc1	3.9%	-10.6%	-21.9%
COc1ccc(NC(=O)c2ccco2)cc1NC(=O)c1ccc(C#N)cc1F	-5.7%&-1.5%	-2.0%	10.2%
Cc1ccc(-c2nnc3c4ccccc4c(C)nn23)cc1NC(=O)c1cccc(Br)c1	-6.7%	-2.5%	-14.7%
O=C(c1ccccc1Cc1ccccc1)N1CCN(S(=O)(=O)c2ccccc2F)CC1	-3.9%	?	?
Cc1cccc(N2CN=C3SCC(=O)N3C2)c1	-5.1%	-28.6%	?
Cc1ccc(/C=N/NC(=O)c2nc3nc(C)cc(C)n3n2)cc1	-3.7%	-4.8%	-22.5%
COc1cccc(CN2CCN(c3cccc(C(F)(F)F)c3)CC2)c1OC	-2.1%	?	?
O=C(CSc1nncs1)NCc1ccc(F)cc1	-2.4%	19.6%	-11.3%
CCOc1ccc(CCNC(=O)c2cccc(NC3=NC4CS(=O)(=O)CC4S3)c2)cc1OCC (stereo not given)	-7.1%	-9.6%	-1.3%
COc1ccc(C)cc1NC(=O)C(Sc1nnc2ccccn12)c1ccccc1 (stereo not given)	-0.3%	-19.7%	?
COCCN(C(=S)Nc1ccc(OC)cc1)C1CCN(C(C)C)CC1	-6.6%	1.0%	1.2%
O=C(NC(NCc1ccccc1)C(Cl)(Cl)Cl)c1cccnc1 (stereo not given)	-4.6%	-13.5%	-18.4%
Cc1ccc(-n2nc(CO)c(C(=O)NCCO)n2)cc1	0.5%	4.2%	-12.2%
O=C(O)CCn1c(=S)oc2ccccc21	1.3%	-0.1%	-5.7%
CC(=O)NC(=S)Nc1ccc(-c2nc3ccc(C)cc3s2)cc1	-3.2%	?	?
O=C(Nc1ccc(F)cc1F)c1cccc(S(=O)(=O)N2CCCCC2)c1	-3.6%	?	?
CCN(CC)C(=O)CSc1nc2cc(S(=O)(=O)N3CCOCC3)ccc2n1CC	-1.6%	0.9%	-15.0%
CS(=O)(=O)Nc1nnc(SCC(=O)Nc2cccc([N+](=O)[O-])c2)s1	20.5%	14.1%	2.9%
C[C@H]1CN(Cc2ccccc2)C(=O)[C@@H]1CC(=O)Nc1ccccc1	nt	-28.1%	-23.6%
CCOC(=O)c1c(C)[nH]c(C(=O)OCC(=O)Nc2ccc(OC)c(Cl)c2)c1C	-4.5%	4.3%	-8.9%
COc1ccc(OC)c(NC(=O)c2nnn(CC(=O)Nc3ccc(C(C)C)cc3)c2N)c1	-5.1%	-101.3%	?
O=C(NCc1nnc(SCC(=O)N2CCN(c3ccccc3)CC2)o1)c1ccccc1	3.1%	?	?
Cc1ccc(S(=O)(=O)NC(Cc2c[nH]c3ccccc23)C(=O)O)cc1 (stereo not given)	nt	-6.7%	-7.9%
COc1ccc(N(C)S(=O)(=O)c2cccc(C(=O)Nc3ccc4c(c3)OCCO4)c2)cc1	-6.8%	16.4µM*	14.6µM*
CC(c1nc2ccccc2o1)N1C(=O)c2ccccc2C1=O (stereo not given)	-6.5%	6.2%	-1.7%
CCOC(=O)c1cccc(NS(=O)(=O)c2c(C)[nH]c(=O)[nH]c2=O)c1	-0.8%	1.3%	8.7%
COc1ccccc1C(=O)N1[C@@H](C(C)C)COc2cc(Br)ccc2S1(=O)=O	nt	?	16.4µM*
N=c1c(C(=O)NCC2CCCO2)cc2c(=O)n3ccccc3nc2n1CCCO (stereo not given)	-3.8%	?	?
CC(=O)Nc1ccccc1OCc1nnc(-c2cccs2)o1	-2.4%	-17.1%	-14.0%
c1ccc(C[C@H]2CN=C(Nc3ccccc3)N2CCCC2CCCCC2)cc1	8.1%	?	16.4µM*
Next section.
SMILES	GCN5L2 inh	TDP1 cell CPT	DT40 TDP1 no CPT
O=C(C1CCCN(c2ncnc3c2nc2n3CCCCC2)C1)N1CCN(c2ccc(Cl)cc2)CC1 (stereo not given)	-0.5%	?	?
Cc1cc(C)c(S(=O)(=O)Nc2ccc(-c3ccc(N4CCCCC4)nn3)cc2)cc1C	-13.0%	8.2µM*	18.4µM*
Cc1ccc2c(c1)NC(=O)c1cccnc1O2	1.3%	0.1%	-22.8%
O=C(C[n+]1cccc2cc(Cl)ccc21)c1ccc2c(c1)CCCC2	nt	-23.8%	-4.8%
CCN(CC)CC(C)OC(=O)c1ccccc1Cl (stereo not given)	0.8%	-21.0%	-10.7%
O=C(c1cc(-c2cccs2)on1)N1CCCc2ccccc21	-9.5%	-2.9%	2.5%
CCOC(=O)C1CCN(C(=O)COC(=O)/C=C/c2ccccc2)CC1	0.6%	-22.9%	-14.3%
O=C1COc2ccccc2C(c2nc3ccccc3[nH]2)N1Cc1ccccc1 (stereo not given)	nt	?	16.4µM*
CCN(CC)S(=O)(=O)c1cc(NC(=O)C2CCN(c3ncnc4sc(C)c(C)c34)CC2)ccc1Cl	-14.6%	14.6µM*	20.6µM*
Cc1ccc(CCNC(=O)c2ccc3c(c2)nc2n3CCCCC2)cc1	-7.8%	?	?
COc1ccc2[nH]c(=O)c(CNc3ccc(C)c(C)c3)cc2c1	-8.8%	4.11µM*	8.2µM*
O=C(CCN1CCCCC1)NCNC(=O)CCN1CCCCC1	-19.3%	-2.9%	-5.6%
Cc1cc(C)n2c(SCc3c(C)noc3C)nnc2n1	2.1%	3.0%	-1.4%
Cc1cc(C)c(NC(=O)COC(=O)Cc2ccsc2)c(C)c1	-6.0%	?	-21.3%
CC1CC(C)CN(C(=O)CNC(=O)c2sc3ccccc3c2Cl)C1 (stereo not given)	-14.0%	?	23.1µM*
O=C(NCCCN1CCOCC1)c1ccc(/C=C2\Oc3ccccc3N(Cc3ccccc3F)C2=O)cc1	-11.7%	1.8%	30.8%[activator]
COc1ccccc1C(=O)Nc1nc(C)cc(C)n1	nt	4.1%	-4.2%
Cc1ccc2c(Sc3ccc(Cl)cc3)c(C(=O)N3CCCCC3)[nH]c2c1	-3.4%	?	?
O=C(NCc1cccs1)N[C@@H](Cc1ccccc1)C(=O)O	-4.4%	7.2%	-1.0%
CCC(=O)c1ccc(OCC(O)Cn2nc(C)c(Br)c2C)cc1 (stereo not given)	?	?	-17.1%

7 records drawn at random from the list so far, as already listed:
SMILES	GCN5L2 inh	TDP1 cell CPT	DT40 TDP1 no CPT
Cc1cc(C)c(NC(=O)COC(=O)Cc2ccsc2)c(C)c1	-6.0%	?	-21.3%
Cc1ccc2c(Sc3ccc(Cl)cc3)c(C(=O)N3CCCCC3)[nH]c2c1	-3.4%	?	?
COc1ccccc1C(=O)Nc1nc(C)cc(C)n1	nt	4.1%	-4.2%
Cc1cc(C)n2c(SCc3c(C)noc3C)nnc2n1	2.1%	3.0%	-1.4%
CCC(=O)c1ccc(OCC(O)Cn2nc(C)c(Br)c2C)cc1 (stereo not given)	?	?	-17.1%
O=C(NCc1cccs1)N[C@@H](Cc1ccccc1)C(=O)O	-4.4%	7.2%	-1.0%
CC1CC(C)CN(C(=O)CNC(=O)c2sc3ccccc3c2Cl)C1 (stereo not given)	-14.0%	?	23.1µM*

(continued)
SMILES	GCN5L2 inh	TDP1 cell CPT	DT40 TDP1 no CPT
O=C(NCc1ccco1)C1CCCN(c2nnc(-n3cccc3)s2)C1 (stereo not given)	-9.9%	-5.2%	3.3%
COCCN(CC(=O)Nc1cccc(C)c1C)C(=O)c1ccc(S(=O)(=O)N2CCOCC2)cc1	-6.2%	4.3%	8.3%
Cc1cccc(NC(=O)c2nc[nH]c2C(=O)NC2CCN(C(=O)OC(C)(C)C)CC2)c1	1.7%	3.6%	8.1%
O=C(NC(=S)Nc1nc(-c2ccccc2)cs1)c1cccnc1	2.6%	4.6%	-3.2%
Cn1c(=O)c2c(-c3ccccc3Br)n(Cc3ccccc3)cc2n(C)c1=O	-8.3%	20.6µM*	18.4µM*
O=C(COC(=O)C1CC1)c1c[nH]c2ccccc12	-0.5%	-1.0%	-11.8%
CN(C)CCCN(C(=O)c1ccc([N+](=O)[O-])s1)c1nc2cc3c(cc2s1)OCCO3	0.4%	2.91µM*	3.26µM*
COc1ccc(Cc2nnc(NS(C)(=O)=O)s2)cc1	1.0%	-4.1%	-8.9%
CCC(C)(C(=O)NC1CCCCC1)N(Cc1ccco1)C(=O)c1ccc2c(c1)OCO2 (stereo not given)	-6.3%	11.6µM*	8.2µM*
COC(=O)C[C@@H]1C[C@@H]2c3cc(NS(=O)(=O)c4ccc(F)cc4)ccc3O[C@@H]2[C@H](CO)O1	nt	1.2%	-30.5%
COc1ccc(CCNC(=O)Cn2c(-c3ccc(F)cc3)cc(C(C)=O)c2C)cc1OC	0.6%	25.9µM*	20.6µM*
CC(OC(=O)CN1C(=O)COc2ccccc21)C(=O)NCc1ccc(F)cc1 (stereo not given)	-4.4%	-15.2%	-11.9%
CN(N=Nc1nc[nH]c1C(N)=O)C1CCCCC1	nt	?	-22.2%
COc1ccc(C(=O)N(C)Cc2ccon2)cc1OC1CCN(C(C)C)CC1	-32.6%	-3.1%	-2.7%
Nc1c(C(=O)NC2CCCCC2)nsc1C(=O)OCC(=O)NC1CCCCC1	-0.7%	?	-21.9%
c1ccc(-c2cnc(CN3CCN(c4ccccc4)CC3)o2)cc1	2.5%	0.6%	-4.1%
CC(C)Oc1ccc(C2CC(=O)NC2=O)cc1 (stereo not given)	-12.9%	-18.4%	-2.3%
CCc1ccc(N/C(SC)=C(/C#N)C(N)=O)cc1	-20.9%	?	?
CCOc1ccc(/C=C/C(=O)OCC(=O)c2ccccc2OC)cc1OC	-10.7%	?	20.6µM*
Cc1ccc(OCC(=O)N(Cc2ccc(Cl)cc2)CC2CCCO2)cc1C (stereo not given)	-10.8%	?	?
O=S(=O)(NCc1cccc(C(F)(F)F)c1)NCc1ccccc1F	-6.5%	-27.9%	-16.6%

Grouped by structure, the compounds so far with a CF3 group (three)
SMILES	GCN5L2 inh	TDP1 cell CPT	DT40 TDP1 no CPT
O=C(Nc1cc(C(F)(F)F)ccc1N1CCOCC1)C1Cc2ccccc2CN1C(=O)c1ccco1 (stereo not given)	-3.6%	16.4µM*	?
COc1cccc(CN2CCN(c3cccc(C(F)(F)F)c3)CC2)c1OC	-2.1%	?	?
O=S(=O)(NCc1cccc(C(F)(F)F)c1)NCc1ccccc1F	-6.5%	-27.9%	-16.6%

Assay outcomes as filed in PubChem.
